GLS inh: blocks human kidney-isoform glutaminase activity; O94925; GLS enzymatic activity, qHTS titration; Potency, µM (doses to about 45.5 µM), for inactives: at the top dose activity change, negative = inhibition, hits mostly inhibitors; hit rate 0.21% among 410,000; also: potency is read from the fitted curve at half-maximal effect; % is scaled to controls: 0 for no effect and ±100 for the full control effect
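Coupled fluorescence readout: glutamate oxidase/HRP/Amplex Red detect glutamate formed by hKGA from L-glutamine (1 mM solution added). Buffer 45 mM KH2PO4 pH 8.2, 0.02% Tween-20; reads at t0 and 30 min RT.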
HP1b binding inh: blocks HP1-beta chromodomain binding to methylated histone tails | P83916 | AlphaScreen HP1-beta / biotin-H3K9me3 peptide binding | Potency, µM (highest dose often 114 µM), inactives show at the highest dose activity change, negative = inhibition, most hits filed as inhibitors | hit rate 0.56% among 390,000 | AID 540317; also: potency is read from the fitted curve at half-maximal effect; nearly all actives have a fitted effect of over 70% in size; inactives centre near 23
Target sequence (P83916 whole entry, looked up): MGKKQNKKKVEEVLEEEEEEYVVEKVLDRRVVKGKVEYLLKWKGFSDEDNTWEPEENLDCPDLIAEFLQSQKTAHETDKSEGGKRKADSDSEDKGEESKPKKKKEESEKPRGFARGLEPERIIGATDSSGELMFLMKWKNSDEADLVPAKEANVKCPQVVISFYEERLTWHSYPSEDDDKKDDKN
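AlphaScreen: HP1-beta (50 nM) preformed 30 min with biotin-H3(1-18)K9me3 peptide (50 nM) in PBS pH 7.4, 0.01% Tween-20. Compound added for 30 min at RT, then streptavidin donor/nickel chelate acceptor beads (10 ug/mL) for 30 min.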
PGK inhibitor: T. brucei PGK inhibition. PGK/GAPDH coupled, Kinase-Glo luminescence, 60 min. Potency, µM (top dose mostly 57.5 µM), without a hit: at the top dose activity change, negative = inhibition, most hits filed as inhibitors. AID 602233. hit rate 0.043% among 380,000; also: potency is read from the fitted curve at half-maximal effect; % is scaled to controls: 0 for no effect and ±100 for the full control effect; nearly all actives have a fitted effect of over 60% in size
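Recombinant glycosomal PGK reaction used 1,3-bisphosphoglycerate generated in-well by GAPDH (100nM final) in 100mM TEA pH 7.6, 5mM MgCl2, 0.01% Tween-20. After 60 minutes at room temperature, ATP was read by Kinase-Glo Plus luminescence end-point.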
JMJD2A Tudor: blocks the human JMJD2A Tudor domain. O75164. AlphaScreen JMJD2A-Tudor / H3K4me3 peptide binding. Potency, µM (top dose mostly 114 µM), without a hit: top-dose activity change, negative = inhibition, actives largely listed as inhibitors. hit rate 4.4% among 390,000; also: potency is read from the fitted curve at half-maximal effect; % is scaled to controls: 0 for no effect and ±100 for the full control effect; nearly all actives have a fitted effect of over 50% in size
G9a block: G9a (human) methyltransferase inhibition; Potency, µM (series often up to 102 µM), for the others: at the top dose activity, negative = inhibition, hits mostly inhibitors; hit rate 8.8% among 350,000; Q96KQ7; G9a H3K9 monomethylation, AlphaScreen, 2 h; also: potency is read from the fitted curve at half-maximal effect; % is scaled to controls: 0 for no effect and ±100 for the full control effect; nearly all actives have a fitted effect of over 75% in size
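AlphaScreen read-out: biotin-H3K9 peptide (500 nM) methylation by 20 nM enzyme with 20 uM SAM, 2 h at room temperature after 15 min compound preincubation; anti-monomethyl H3K9 antibody plus donor/acceptor beads, 10 min dark.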
BAZ2B block: inhibitors of human BAZ2B bromodomain; AlphaScreen BAZ2B-H3K14Ac peptide displacement; AID 504333; Potency, µM (top dose mostly 114 µM), for inactives: at the top dose activity change, negative = inhibition, actives largely listed as inhibitors; Q9UIF8; hit rate 4.4% among 360,000; also: potency is read from the fitted curve at half-maximal effect; % is scaled to controls: 0 for no effect and ±100 for the full control effect; nearly all actives have a fitted effect of over 60% in size
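AlphaScreen luminescence quantifies BAZ2B engagement of H3K14Ac peptide; the protein and biotinylated peptide are both at 50 nM final, buffer PBS pH 7.4 with 0.01% Tween-20, all steps at room temperature.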
POLH inh: blocks human DNA polymerase eta activity; hit rate 1.2% among 390,000; Potency, µM (doses to about 114 µM), inactives show at the top dose activity change, negative = inhibition, hits mostly inhibitors; Q9Y253; recombinant Pol eta, fluorescent DNA replication assay; AID 588591; also: potency is read from the fitted curve at half-maximal effect; % is scaled to controls: 0 for no effect and ±100 for the full control effect
Target sequence (Q9Y253 whole entry, looked up): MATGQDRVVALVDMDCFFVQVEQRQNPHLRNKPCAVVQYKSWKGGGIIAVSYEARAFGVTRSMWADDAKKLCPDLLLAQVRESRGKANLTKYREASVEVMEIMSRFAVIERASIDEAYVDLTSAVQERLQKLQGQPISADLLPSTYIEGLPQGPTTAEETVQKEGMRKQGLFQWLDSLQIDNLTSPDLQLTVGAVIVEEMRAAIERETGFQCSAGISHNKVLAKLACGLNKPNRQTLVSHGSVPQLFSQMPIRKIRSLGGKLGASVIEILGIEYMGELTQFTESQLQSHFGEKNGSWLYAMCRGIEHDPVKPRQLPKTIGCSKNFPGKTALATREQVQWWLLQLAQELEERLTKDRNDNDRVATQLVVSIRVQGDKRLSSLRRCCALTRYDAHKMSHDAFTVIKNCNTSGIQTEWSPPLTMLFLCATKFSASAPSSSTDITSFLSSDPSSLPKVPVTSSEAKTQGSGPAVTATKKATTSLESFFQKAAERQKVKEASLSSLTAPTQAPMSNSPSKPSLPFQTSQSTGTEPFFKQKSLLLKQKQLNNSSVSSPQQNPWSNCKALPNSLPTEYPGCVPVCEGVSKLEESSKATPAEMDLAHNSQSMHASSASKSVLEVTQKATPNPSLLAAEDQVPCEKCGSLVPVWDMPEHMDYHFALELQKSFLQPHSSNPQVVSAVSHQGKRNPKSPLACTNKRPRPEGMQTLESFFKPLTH
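Pol eta (10 nM) was preincubated with compounds for 15 min at room temperature, after which fluorescent replication substrate (50 nM final) was added to start the reaction. Fluorescence was read kinetically at 0 and 10 min.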
PI4K2A block: inhibitors of human PI4K2A. Q9BTU6. purified PI4K2A, ADP-Glo luminescence, 1 h; active compounds read low. activity change, negative = inhibition, % at 76.9 µM. hit rate 0.13% among 420,000. AID 1346378; in the data active = activity change below about -50%; inconclusive = mostly about -30% to -49%;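 also: -100% = wells without enzyme as full effect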
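Compounds are screened against recombinant PI4K2A using PI as substrate and ATP, the latter dispensed at 300 microM. Reactions run one hour at ambient temperature before ADP-Glo detection; full inhibition defined by wells lacking enzyme.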
Pin1 inhibitor: human Pin1 inhibition; Q13526; Pin1 FP peptide displacement, HiFluor488, 10 min; Potency, µM (titrated, usually from 115 µM), inactives show top-dose activity, negative = inhibition, hits mostly inhibitors; hit rate 0.009% among 390,000; AID 504891; active = well fitted inhibition curve with a large enough effect in the polarisation, with a control signal flat, not every such curve was filed as active; inconclusive = small, poorly fitted or top-dose-only effect, or effect the other way, or a change in a side signal; inactive = no such curve, though single readings can be large or run the other way; the % refers to the polarisation; also: potency is read from the fitted curve at half-maximal effect; % is scaled to controls: 0 for no effect and ±100 for the full control effect
Target sequence (Q13526 whole entry, looked up): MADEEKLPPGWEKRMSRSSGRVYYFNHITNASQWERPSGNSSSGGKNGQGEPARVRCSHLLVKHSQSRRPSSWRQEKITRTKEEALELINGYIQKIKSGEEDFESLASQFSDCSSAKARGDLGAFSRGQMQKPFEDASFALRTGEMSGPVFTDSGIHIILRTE
* marks the source's active call; other numbers are inactive results; i = inactive; ? = inconclusive; / = not tested or not shown; & = joins results of further samples; [ ] = dose if it differs, or a comment. Unless noted, calls follow the shape of the dose curve; as a rule, active = well fitted curve in the direction sought with a large enough effect; inconclusive = small, poorly fitted or top-dose-only effect, or another doubt; inactive = no such curve, though single readings can be large; an effect the other way counts as inactive or inconclusive.

Fields – GLS inh | HP1b binding inh | PGK inhibitor | JMJD2A Tudor | G9a block | BAZ2B block | POLH inh | PI4K2A block | Pin1 inhibitor
- CCC1CCCCN1S(=O)(=O)c1ccc(NC(=O)c2cccnc2)cc1 (centres undefined)
→ -6% | 23% | -1% | -6% | 50% | -22% | -20% | -8 | -4%
- OCc1cc(CO)c(O)c(CCc2ccccc2)n1
→ 15% | 63%[activator] | -3% | -4% | -21% | -7% | -8% | 0 | -6%
- CCOC(=O)CNS(=O)(=O)c1ccc(C(=O)O)cc1
→ -12% | 71%[activator] | 2% | -4%[11.4 µM] | 15%[2.33 µM] | 6% | -12% | 3 | -2%
- Cc1cccc(C)c1NC(=S)N(Cc1ccccc1)Cc1cccs1
→ 9% | 12% | -2% | -12% | 35%[activator][59 µM] | -2% | -29% | -2 | 4%
- CC(=O)c1ccc(NC(=O)CCc2c(C)nn(-c3ccc4nnc(C)n4n3)c2C)cc1
→ 3% | 17%[57 µM] | -10% | -11% | 17%[59 µM] | -8% | -3% | -2 | -9%
- CNC(=O)CSc1nnc(COc2ccc(Cl)cc2)n1CCOC
→ -2% | 26% | -4% | 7% | -28% | -6% | -18% | 12 | -3%
- O=C1c2[nH]nc(-c3ccc(F)cc3)c2C(c2ccccc2F)N1c1ccccc1 (centres undefined)
→ -9% | 20% | -4% | -2% | ? | 0% | -22% | 1 | 15%
- CCOC(=O)N1CCN(C(=S)NCCOC)CC1
→ / | 44%[activator] | 1% | 24% | 4% | 9% | -15% | 2 | -2%
- O=C(NC(=O)N1CCN(c2cccc(Cl)c2)CC1)c1ccc(Cl)cc1
→ 0% | 10% | i | -23% | 77%[activator] | -3% | -24% | -2 | 5%
- Cn1nnnc1SCC(=O)c1cccs1
→ -4% | 64%[activator] | / | -3% | ? | 1% | -12% | 10 | -1%
- COc1ccc(C(=O)C2CCCN(C(=O)C3CCOCC3)C2)c(C)c1 (centres undefined)
→ -5% | 32% | -3% | -10% | -6% | 2% | 5% | -1 | -2%
- O=C(c1ccccc1)N1CCN(c2ncnc3sc4c(c23)CCC4)CC1
→ -3% | 13% | -4% | -13% | -49%[12.7 µM] | -8% | -4% | -1 | 0%
- COc1ccc(NC(=O)CSc2nc3ccccc3[nH]2)cc1
→ 4% | 38% | -18% | 4% | -4%[59 µM] | 2% | -15% | 2 | 1%
- CCOC(=O)c1ccccc1NC(=S)N1CCCCC1
→ 7% | 12% | -5% | -4% | -7% | -2% | -3% | 6 | -5%
- CCOC(=O)c1c(S(=O)(=O)N2CCC(C(=O)Nc3ccc(F)cc3F)CC2)c(C)n(C)c1C
→ -5% | 12% | i | -20% | 1%[59 µM] | 4% | -18% | -3 | -6%
- Cc1cc(-c2nc(C)c(C(=O)NNS(=O)(=O)c3ccc(Cl)cc3Cl)s2)no1
→ 17% | 1% | -7% | ? | 40µM* | -24% | -10% | 1 | 1%
- COc1cc2cc(C(c3nnnn3C3CCCC3)N3CCCCCC3)c(=O)[nH]c2cc1OC (centres undefined)
→ -1% | 20% | -3% | -14% | 13µM* | 6% | -21% | -2 | 15%
- Cc1cccc(CS(=O)(=O)Cc2ccc(C(=O)NCc3ccccc3)o2)c1
→ -10%&-11% | 24%&21% | -5%&-2% | 1%&-4% | 27% | -3%&2% | -16%&-15% | 0&-15 | 4%&-2%
- CS(=O)(=O)c1nc(S(=O)(=O)c2ccc(Cl)cc2)c(N2CCC(C(N)=O)CC2)s1
→ 14% | 36%[activator] | 7% | -10% | 5%[0.0925 µM] | 1% | 3% | -3 | -1%
- Cc1cccc(C(=O)OCC(=O)N2CCCCCC2)c1
→ -8% | 38% | -4% | -3% | 4%[12.7 µM] | -3% | -8% | 3 | -8%
- Cc1cc(C)cc(NC(=S)N(CCN(C)C)C(C)c2cccnc2)c1 (centres undefined)
→ -17% | 22% | 1% | -13% | 0%[59 µM] | -30% | -7% | -18 | 6%
- C/C(CC(=O)Nc1ccc(C)c(Cl)c1)=N\NC(=O)c1ccncc1
→ -26% | 38%[activator] | i | -23% | ? | 2% | -16% | -3 | -4%
- CCc1ccc(NC(=O)NCc2ccc3c(c2)OCO3)cc1
→ -4% | 34%[activator] | 6% | 0% | / | 2% | -7% | 0 | -5%
- O=C(CSc1nnc(-c2ccc(OC(F)F)cc2)o1)N1CCOCC1
→ -3% | 17% | / | -5% | ? | 2% | -5% | 0 | -4%
- COc1ccc(-c2cc(=O)oc3cc(OCC(=O)N4CCOCC4)ccc23)cc1
→ -6% | 4% | -8% | -8% | 3% | -2% | -21% | 0 | 1%
- COc1ccc(C(=O)/C=C/c2cc(C(=O)O)cc3c2OCOC3)c(O)c1
→ -14% | 9% | -12% | -17% | ? | ? | 50µM* | 2 | -1%
- COC(=O)CN(c1ccc(C)cc1)S(=O)(=O)c1ccc(F)cc1
→ -3% | 37% | -7% | 3% | 27% | 10% | -19% | -2 | -7%
- Cc1ccc(C(CC(=O)O)NC(=O)CN2C(=O)c3ccccc3C2=O)cc1 (centres undefined)
→ -6% | 30% | i | -2% | -4% | 0% | -8% | 3 | -19%
- Cc1noc(C)c1CSc1ccccc1C(=O)OC(C)C(N)=O (centres undefined)
→ 0% | 21% | -3% | 0% | ? | -27% | -21% | 0 | -5%
- CC(=O)N1CCC2(CC1)C/C(=N\NC(=S)Nc1ccc(C)cc1)c1cc(O)ccc1O2
→ 27% | -23% | 4% | ? | 40µM* | ? | ? | 1 | ?
- Cc1cccc(NC(=O)COc2ccc3oc4c(c3c2)CCCC4)c1
→ -12% | 6% | 2% | 28% | ? | ? | -9% | 5 | -13%
- CCN(CC)CCNC(=O)C1CCN(c2nn3cc(-c4ccc(F)cc4)nc3s2)CC1
→ 1% | 0% | ? | -30% | ? | -29% | -18% | 1 | -4%
- COc1ccc(CCNC(=O)/C(C#N)=C2\N=C(NC(=O)c3cccs3)c3ccccc32)cc1
→ 4% | 12% | 1% | -15% | -4% | 7% | -17% | -3 | 19%
- C/C(CC(=O)Nc1cccc(Cl)c1C)=N\NC(=O)Cc1csc(N)n1
→ -7% | 50%[activator] | -2% | -2% | -30% | -23% | -9% | -1 | 1%
- CC(C)(C)OC(=O)NCCc1onc(-c2cccc([N+](=O)[O-])c2)c1C(=O)O
→ 2% | / | -5% | / | / | / | -6% | -3 | /
- COc1ccccc1CNC(=O)CCn1c(=O)c2ccccc2n(CC(=O)Nc2ccc(Br)cc2F)c1=O
→ -38% | 3% | -4% | -1% | -31%[59 µM] | -10% | 9% | 3 | 2%
- Cc1cccc(C)c1OCCOC(=O)c1cccc(S(=O)(=O)N2CCOCC2)c1
→ 7% | 45%[activator] | -10% | 5% | 46%[activator][12.7 µM] | 3% | -8% | -3 | 0%
- O=C(O)CC(C(=O)OC1CCCCC1)N1CCOCC1 (centres undefined)
→ 2% | 17% | / | -32% | -5%[59 µM] | -2% | 3% | 4 | 5%
- O=c1c2ccccc2nc2n1C(CSCc1cccc(C(F)(F)F)c1)CS2 (centres undefined)
→ 10% | 10% | -3% | -8% | -9% | 4% | -4% | 8 | 1%
- O=c1oc2ccccc2n1Cc1cccc(Cl)c1
→ 1% | 61%[activator] | i | 27% | 8% | 18% | -12% | -2 | 1%
- CCc1ccc(C(=O)COC(=O)c2cccnc2Cl)cc1
→ -10% | 83%[activator] | -4% | 5% | 54%[activator] | 31% | 3% | -7 | -2%
- COc1cc(C(=S)N2CCOCC2)ccc1OC(=O)c1ccccc1[N+](=O)[O-]
→ 1% | -13% | -10% | ? | / | -12% | -20% | 4 | -3%
- Cc1cc(C(=O)CSc2n[nH]c(N)n2)c(C)n1-c1ccccc1
→ 16% | -19% | -2% | -31% | 5%[12.7 µM] | ? | -2% | -3 | 4%
- Cc1c2ccncc2cc2c1[nH]c1ccccc12
→ 3% | 42%[activator][57 µM] | -7% | 12% | / | / | -21% | 1 | 28%

Reprinted from the listing (seven entries):
Fields – GLS inh | HP1b binding inh | PGK inhibitor | JMJD2A Tudor | G9a block | BAZ2B block | POLH inh | PI4K2A block | Pin1 inhibitor
- CCC1CCCCN1S(=O)(=O)c1ccc(NC(=O)c2cccnc2)cc1 (centres undefined)
→ -6% | 23% | -1% | -6% | 50% | -22% | -20% | -8 | -4%
- OCc1cc(CO)c(O)c(CCc2ccccc2)n1
→ 15% | 63%[activator] | -3% | -4% | -21% | -7% | -8% | 0 | -6%
- CCOC(=O)CNS(=O)(=O)c1ccc(C(=O)O)cc1
→ -12% | 71%[activator] | 2% | -4%[11.4 µM] | 15%[2.33 µM] | 6% | -12% | 3 | -2%
- Cc1cccc(C)c1NC(=S)N(Cc1ccccc1)Cc1cccs1
→ 9% | 12% | -2% | -12% | 35%[activator][59 µM] | -2% | -29% | -2 | 4%
- CC(=O)c1ccc(NC(=O)CCc2c(C)nn(-c3ccc4nnc(C)n4n3)c2C)cc1
→ 3% | 17%[57 µM] | -10% | -11% | 17%[59 µM] | -8% | -3% | -2 | -9%
- CNC(=O)CSc1nnc(COc2ccc(Cl)cc2)n1CCOC
→ -2% | 26% | -4% | 7% | -28% | -6% | -18% | 12 | -3%
- O=C1c2[nH]nc(-c3ccc(F)cc3)c2C(c2ccccc2F)N1c1ccccc1 (centres undefined)
→ -9% | 20% | -4% | -2% | ? | 0% | -22% | 1 | 15%

A portion of the library; the hit share may differ from the screen's.
